Cneo AK release: Cryptococcus neoformans lysis via adenylate kinase release; C. neoformans lysis, adenylate kinase release luminescence, 4 h; normalised: neutral wells 0, clomiphene wells 100; lysis activity, % at 15 µM; 360,000 compounds, 0.2% hits; AID 651654;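 active = mean lysis activity across replicates of at least 80%, whatever share of replicates individually reach that level; inactive = mean lysis activity below 80%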
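Material: C. neoformans cells | Amount: Yeast cell density of 5 × 10^6 cells/mL | Medium: Fresh YPD growth medium | Dosing: Single dose | Times: Static 4 h at 37 °C with compound, 1 h detection | Detection: AK luminescence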
miR-122 sensor: miR-122 inhibition in Huh7 cells; AID 602342; 340,000 compounds, 0.3% hits; activation (reporter increase), % at 12.5 µM; Huh7 miR-122 Renilla luciferase sensor, 48 h; neutral wells = 0, positive control = 100;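 active = mean replicate activation score at least 90 and every replicate individually at or above 90; inconclusive = only one of the two criteria met; inactive = neither criterion met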;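 note: higher luciferase means less miR-122 activity so hits act as miR-122 inhibitors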
FN deposition inh: fibronectin deposition inhibition | AH1F fibroblasts, Alexa488-fibronectin deposition fluorescence, overnight | inhibition, % at 12.6 µM | 350,000 compounds, 0.086% hits;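 active = mean inhibition across replicates of 30% or more, regardless of how many single replicates reach that level; inconclusive = mean under 30% yet at least half of replicates reach 30%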;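 note: positive control wells lacked labelled fibronectin entirely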
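Material: AH1F fibroblasts assembling fluorescent fibronectin matrix; amount: 10000 AH1F cells/well; medium: DMEM, 2% serum; reagent: Alexa488-fibronectin, 24 nM final in well; dosing: single compound dose, delivered by pin transfer; incubation: 1 h adhesion, overnight exposure; detection: fluorescence after three HBSS washes, excitation 485 nm, emission 525 nm; measure: fibronectin deposition inhibition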
Casp6 inh: caspase-6 (human) enzyme inhibition | P55212 | purified caspase-6, Z-VEID-R110 cleavage fluorescence | inhibition, % at 12.5 µM | 350,000 compounds, 0.53% hits;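 active = mean inhibition across replicates at least about 35%, with every replicate also reaching that limit, limit read from the data; inconclusive = only one of the two criteria met; inactive = neither criterion met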;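 note: 0% = median of neutral control wells and 100% = no fluorescence left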
Target sequence (P55212 24-179 limits assumed): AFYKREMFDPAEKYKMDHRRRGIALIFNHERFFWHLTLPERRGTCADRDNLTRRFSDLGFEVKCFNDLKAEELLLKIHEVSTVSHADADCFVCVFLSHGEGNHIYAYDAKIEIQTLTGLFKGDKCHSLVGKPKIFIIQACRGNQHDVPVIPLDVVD
Target sequence (P55212 194-293 limits assumed): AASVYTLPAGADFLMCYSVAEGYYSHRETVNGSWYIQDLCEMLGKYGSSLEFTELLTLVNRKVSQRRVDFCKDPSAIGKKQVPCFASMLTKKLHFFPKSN
PGC1a acetyl inh: PGC1a acetylation modulation, inhibitor mode; U2OS PGC1a acetylation, AlphaScreen anti-acetyl-lysine; with virally co-expressed GCN5 acetyltransferase; inhibition, % at 15.6 µM; 350,000 compounds, 0.17% hits; AID 651687;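 active = every replicate shows inhibition of at least 40%; inconclusive = mean inhibition at least 40% but some replicate below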;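 note: 0% = neutral control wells and 100% = positive control wells; some results beyond the cut were filed as inactive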
EWS-Fli block: inhibitors of EWS/Fli oncoprotein transcriptional activity. inhibition, % at 12.6 µM. A673 NR0B1-luciferase reporter, viability-normalised. 350,000 compounds, 0.67% hits;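 active = mean inhibition of at least 50% after viability correction, with every replicate also passing that limit; inconclusive = mean reaches 50% but only one of two replicates passes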;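 note: firefly luciferase signal divided by Alamar Blue viability fluorescence both relative to DMSO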
LGR2 inh: Drosophila LGR2 receptor signaling inhibition. HEK293 LGR2, CRE-luciferase, bursicon-stimulated, 4 h. inhibition, % at 9.99 µM. 380,000 compounds, 0.35% hits;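 active = drop in luminescence signal, shown as inhibition above about 50% in the replicate tests, limit read from the data, passing the limit was not always enough; inconclusive = probably only some replicates passing the limit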;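 note: agonist challenge used bursicon conditioned medium at about half maximal strength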
PAX8 inh HTS: lowers PAX8-driven luciferase in RMG-I cells | RMG-I TPO-luciferase reporter, SteadyGlo, 24 h | inhibition, % at 12.6 µM | 360,000 compounds, 1.2% hits | AID 652154;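 active = mean replicate inhibition at least 60% with every replicate also reaching 60%; inconclusive = only one of the two criteria is met; inactive = mean below 60% and not all replicates reaching 60%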;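 note: luciferase light reporting Pax8 driven TPO promoter activity; plate controls were median of neutral control wells for no effect and mitoxantrone controls for full effect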
Numbers without * were called inactive; ? = inconclusive; · = no result given; & = joins results of further samples; [ ] = another dose, or the depositor's remark.

SMILES	Cneo AK release	miR-122 sensor	FN deposition inh	Casp6 inh	PGC1a acetyl inh	EWS-Fli block	LGR2 inh	PAX8 inh HTS
CCN(C(=O)COC(=O)c1cc2ccccc2cc1OC)c1c(N)n(Cc2ccccc2)c(=O)[nH]c1=O	-1	-11	-11	-2	-5	-5	-18	26
Cc1cnc(NC(=O)CCN2C(=O)C3CCCCC3C2=O)s1 (stereo unspecified)	·	·	-6	-2	·	3	2	-13
C[C@H]1CN([C@@H](C)CO)C(=O)c2cccc(NC(=O)NC3CCCCC3)c2O[C@H]1CN(C)C(=O)Nc1cccc2ccccc12	2	0[16.7 µM]	3	-3	-15	16	1	45
Cc1cc(O)c(NC(=O)c2cc([N+](=O)[O-])ccc2Cl)cc1C	4	32	-9	-3	·	-6	-1	6
O=C(CC1SC(=Nc2ccccc2F)N(CCN2CCOCC2)C1=O)Nc1ccc(F)cc1F (stereo unspecified)	·	·	·	-2	·	4	0	-13
CCC1Sc2ccc(S(=O)(=O)CCC(=O)NCc3ccco3)cc2NC1=O (stereo unspecified)	-1	-6	7	16	·	·	-2	28
CC(=O)c1ccc(N2CCN(C(=S)Nc3ccccc3F)CC2)cc1	·	·	-1	-2	·	-16	12	-10
Nn1c(SCC(=O)NC2CCCCC2)nnc1-c1ccccc1F	-1	-7	3	1	2	-5	-10	-10
CNc1nc(Oc2ccc(C(=O)OC)cc2)nc(SC)n1	-4	-2	·	·	0	·	-7	·
COc1ccc(OC(=O)N(C)C[C@H]2OCc3cn(nn3)CCCC(=O)N([C@@H](C)CO)C[C@@H]2C)cc1	-1&-6	0&-1[16.7 µM]	1	0&-1	-3&0	4&-2	-4	-24
Cc1cccn2c(=O)c(/C=N/O)c(NCc3ccccc3)nc12	·	·	5	0	-41	0	·	13
NC(=O)c1ccc(SCC(=O)OCC(=O)N2CCN(C(=O)c3ccco3)CC2)c([N+](=O)[O-])c1	5	-3	5	11	2	8	13	-4
CC(C)NC(=O)NC(=O)COC(=O)c1ncc(Cl)c(Cl)c1Cl	·	·	0	2	·	3	12	14
COc1ccc(-c2cc(C(=O)O)no2)cc1	·	·	-11	-1	·	-3	3	-7
COc1cc(C(=O)NC2CCCC2)c(Br)c(OC)c1OC	·	·	·	2	·	-1	23	6
C=CCOc1ccc(CNc2nn[nH]n2)cc1	1	-1	9	·	-8	·	·	12
O=C(CSc1n[nH]c(=O)[nH]c1=O)c1ccccc1	-3	0	·	·	-17	·	25	·
CCOC1=C(C#N)CC2(CC1)c1ccccc1-c1ccccc12	1	8	-5	0	-10	6	16	0
O=C(Nc1cccc(O)c1)C1CC(c2ccc(Cl)cc2)=NO1 (stereo unspecified)	-4	-5	-3	0	7	12	-1	-10
C[C@H](CO)N1C[C@H](C)[C@H](CN(C)Cc2ccncc2)Oc2c(NC(=O)c3ccc(-c4nccs4)cc3)cccc2C1=O	3	15[16.7 µM]	·	-2	-3	5	8	-2
O=C(NCCNC(=O)c1ccccc1)c1ccccc1	-1	-1	10	-67	3	-2	5	1
C[C@H](CO)N1C[C@H](C)[C@@H](CN(C)C(=O)c2cccc(F)c2)Oc2ncc(-c3ccccc3)cc2C1=O	·	-1[16.7 µM]	3	·	-28	12	-8	·
O=C(CN1C(=O)CSc2ccccc21)NCCC1=CCCCC1	0	2	·	3	-8	1	3	·
COc1cc(CNCCCN2CCOCC2)c(Br)cc1OC(C)C	0	-2	-6	-10	3	-2	22	4
C[C@@H]1CN([C@H](C)CO)C(=O)c2cccc(NC(=O)Nc3cccc4ccccc34)c2O[C@@H]1CN(C)C(=O)Nc1ccccc1	-2	0[16.7 µM]	·	·	10	5	-1	·
O=C(NCc1ccco1)c1ccc2nccnc2c1	0	·	-4	2	·	5	-3	0
CSc1ncccc1C(=O)Nc1cc(C)ccn1	-1	·	-7	-4	·	·	-2	-8
Cc1cccc(C(=O)NC(C)C2CC3CCC2C3)c1 (stereo unspecified)	2	-8	1	-2	7	-6	·	9
O=C1CN(CCN2CC(=O)N(Cc3ccccc3)C(=O)C2)CC(=O)N1Cc1ccccc1	-1	-1	9	0	-6	6	22	-17
CCCNC(=O)C(=O)NCCC1=CCCCC1	1	4	·	·	-15	·	-22	·
CCC(=O)Oc1cccc(C(=O)Nc2cccc(NC(=O)c3ccco3)c2)c1	-1	3	-3	3	·	4	27	2
CN(C)c1ccc(-c2ccccc2)nn1	0	23	-2	·	-15	·	·	-128
COc1nccnc1NS(=O)(=O)c1ccc(N=Cc2c(C)[nH]n(-c3ccccc3)c2=O)cc1	0	-1	4	1	8	4	-1	14
CN1C(=O)c2cc(NC(=O)C3CCCC3)ccc2OC[C@H]2O[C@@H](CC(=O)O)CC[C@@H]21	·	0[16.7 µM]	-10	·	5	-1	1	-1
CCOc1ccc(OCc2cccc(C(=O)N/N=C/c3cccnc3)c2)cc1	-2	-2	-1	·	-3	·	?	48
Cc1ccc2cc(C#N)c(N3CCCN(S(=O)(=O)c4ccc(F)cc4)CC3)nc2c1	-1	-2	·	-1	-4	3	-9	·
COc1cc(NC(=O)CCc2nnc3ccc(N4CCN(c5cccc(OC)c5)CC4)nn23)cc(OC)c1	1	-7	-4	-3	-12	·	-3	1
Cc1cc(C)c2[nH]c(C(=O)Nc3ccc4c(c3)OCO4)cc2c1	·	·	-1	0	-17	-51	-13	-50
C[C@@H]1CN([C@@H](C)CO)C(=O)c2cc(NC(=O)Cn3cnnn3)ccc2O[C@@H]1CN(C)C(=O)Nc1ccc(F)cc1	-1	-6[16.7 µM]	2	0	-2	10	13	-12
CC(NC(=O)/C(=C\c1cccc([N+](=O)[O-])c1)NC(=O)c1ccco1)C(=O)O (stereo unspecified)	4	1	·	5	-2	4	2	·
COc1ccc(CC(=O)NNC(=O)CN(C)S(=O)(=O)c2ccc(Cl)cc2)cc1OC	2	·	-3	1	·	-7	-6	-2
CO[C@H]1CN(C)C(=O)c2cc(NC(=O)C3CCCCC3)ccc2OC[C@@H](C)N(C)C[C@@H]1C	-2	2[16.7 µM]	·	-2	·	7	-5	-7
O=C(c1ccco1)N1CCN(CC(O)Cn2c3ccccc3c3ccccc32)CC1 (stereo unspecified)	1	-6	6	·	-13	·	·	27
Nc1nc2c(ncn2[C@@H]2O[C@H](CNCc3ccc(OCCCN4CCOCC4)cc3)[C@@H](O)[C@H]2O)c(=O)[nH]1	0	-2	5	-13	9	2	-28	-3
Cc1cc(/C=N/NC(N)=O)c(C)n1C1CCCCC1	2	-4	-24	0	1	-4	3	-8
OC[C@H]1O[C@@H](n2cnc3c(NC4CCCC4)nc(Cl)nc32)[C@H](O)[C@@H]1O	-1	-7	-4	0	0	-3	8	12
O=C(C1=C(O)C(=O)N(CCCn2ccnc2)C1c1ccc(F)cc1)c1ccco1 (stereo unspecified)	-2	3	-2	-4	·	·	2	-16
COc1cc(NC(=S)NCCCN2CCOCC2)cc(OC)c1OC	·	·	4	-10	·	-10	-4	18
CCNC(=O)[C@H]1[C@H](CO)[C@H]2Cn3c(ccc(C4=CCCCC4)c3=O)[C@H]2N1Cc1ccccc1F	-5	2[16.7 µM]	·	-1	·	1	-4	·
CC1(C)CC(=O)C(C=NCCN2CCN(C(=O)c3ccc(F)cc3)CC2)=C(O)C1	3	27	-11	·	11	·	·	2

Carrying on:
SMILES	Cneo AK release	miR-122 sensor	FN deposition inh	Casp6 inh	PGC1a acetyl inh	EWS-Fli block	LGR2 inh	PAX8 inh HTS
COc1cccc(C(=O)Nc2cc(-c3cn4cccnc4n3)ccc2C)c1	-1	3	0	10	·	-24	1	-5
CC(C)Sc1nc(N2CCOCC2)c2c(c1C#N)CC(C)(C)SC2	-1	0	·	0	-19	18	-12	·
c1ccn(CCc2ccncc2)c1	-1	-5	-1	-3	3	-5	4	2
O=C(Cn1c(-c2cncs2)nc2ccccc21)NCc1ccccc1	2	-8	·	·	-10	·	-18	·
CC(CC(=O)Nc1ccccc1C(F)(F)F)c1ccccc1 (stereo unspecified)	·	·	-9	1	·	-3	·	-5
CCOc1ccc(OCC(=O)OC(C)C(=O)NC2CCCC2)cc1 (stereo unspecified)	0	3	0	3	6	2	2	-9
O=C(CCCN1C(=O)C(c2ccccc2)Oc2cccnc21)NCCc1ccc(Cl)cc1 (stereo unspecified)	·	-5	-13	-2	-2	·	-2	7
CC1CCN(c2nc3c(cc2C#N)COC(C)(C)C3)CC1	-2	-4	-7	-3	0	1	15	13
CN(Cc1ccccn1)C(=O)C1CCC(=O)N(Cc2cccc(C(F)(F)F)c2)C1 (stereo unspecified)	-1	-2	7	0	-8	-1	-2	-11
O=c1[nH][nH]cc1C=Nc1cc(Cl)ccc1O	·	-9	-3	-1	·	22	-2	25
COc1ccc(NS(=O)(=O)c2ccc(C)c(NC(=O)c3ccc(C)c(S(=O)(=O)N4CCOCC4)c3)c2)cc1	2	50	5	-3	·	13	·	19
COc1ccccc1OCCCCCc1c(C)n[nH]c1C	-1	1	0	·	-4	·	·	·
C[C@@H]1CCCCO[C@H](CN(C)C(=O)Nc2ccc3c(c2)OCO3)[C@@H](C)CN([C@H](C)CO)C(=O)c2cc(NS(=O)(=O)c3ccc(Cl)cc3)ccc2O1	1	-2[16.7 µM]	-4	3	-2	-3	12	-10
c1ccc2oc(-c3ccc(Nc4nc(N5CCOCC5)nc(N5CCOCC5)n4)cc3)nc2c1	·	·	11	6	·	-5	0	-6
C[C@H]1CN([C@@H](C)CO)C(=O)c2cc(NS(=O)(=O)c3ccc(F)cc3)ccc2O[C@H]1CN(C)CC1CC1	1	-3[16.7 µM]	9	1	7	·	2	0
Cc1nnc(SCC(=O)N(C)C2CCCCC2)n1C	1	1	0	55*	5	13	-9	2
C[C@@H]1CC[C@H]2C(=O)N3[C@@H](CC[C@@H](C)[C@@H]3c3ccc(Br)cc3)C(=O)N2[C@H]1c1ccc(Br)cc1	29	·	3	-1	·	7	19	28
O=C1CCC/C1=c1\s/c(=C/c2cccnc2)c(=O)n1-c1ccccc1	·	-10	11	·	14	1	-5	-24
O=C(C[C@H]1CC[C@@H](NC(=O)Nc2ccc3c(c2)OCO3)[C@H](CO)O1)NCc1ccc2c(c1)OCO2	0	·	·	3	3	-4	-5	-16
C[C@H](O)C#Cc1cnc2c(c1)C(=O)N([C@@H](C)CO)C[C@H](C)[C@H](CN(C)C(=O)Cc1ccncc1)O2	7	4[16.7 µM]	1	-1	7	11	12	-30
CN(C)C1(CNC(=O)C2CCC(=O)N(CCc3ccc(Cl)cc3)C2)CCCCC1 (stereo unspecified)	-1	4	0	-7	·	1	-1	3
COC(=O)c1c(NC(=O)COC(=O)c2ccc(NC(=O)CC#N)cc2)sc2c1CCCCC2	·	·	1	-4	3	10	·	-28
CN1c2ccc(C#Cc3cccnc3)cc2[C@H]2[C@H](CCN2C(=O)c2cccnc2)[C@H]1CO	-6	0[16.7 µM]	2	-6	-9	1	-6	-8
Cc1ccc(S(=O)(=O)N(C)C[C@@H]2OCCCC[C@H](C)Oc3ccc(NS(C)(=O)=O)cc3C(=O)N([C@@H](C)CO)C[C@H]2C)cc1	48	17[16.7 µM]	1	0	12	-26	6	-13
O=C(NCCN1CCC(n2c(=O)[nH]c3ccccc32)CC1)c1ccccc1	·	·	·	-3	·	-16	-3	5

Assay outcomes: PubChem, Broad Institute
